Screening data as filed in PubChem.
PTHR1 ag: PTHR1 (human) receptor agonism. Q03431. HEK293 GP2 PTHR1 cells, GloSensor cAMP luminescence, 1 h. Potency, µM (titrated, usually from 115 µM), inactives show at the highest dose activation, most hits filed as activators. 0.075% of 410,000 active; note: nearly all actives have a fitted effect of over 55% in size; some results filed as inactive show a strong effect at the top dose; inactives centre near -15; many of its hits are not listed in these tables
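HEK-293-derived GP2 cells expressing PTHR1 and a GloSensor cAMP reporter, 3,000/well, plated overnight, given luciferin plus IBMX (each 0.5 mM as added) for 1 h at 37 °C, then compound for 1 h at 37 °C. Luminescence was read after 15 min at room temperature.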
FUS suppressor: FUS proteinopathy suppression in yeast; AID 1347120; 0.24% of 390,000 active; Potency, µM (series often up to 76.6 µM), inactives show at the top dose growth rescue (activation), usual class: activators; S. cerevisiae FUS-expressing, growth rescue, OD600, 24 h;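 note: plate controls were DMSO vehicle for no effect and reference control for full effect; nearly all actives have a fitted effect of over 55% in size; some results filed as inactive show a strong effect at the top dose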
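Steps: raffinose overnight preculture; dilution to OD 0.005 in 2% galactose minimal medium; compound addition (concentration series); 24hr at 30C, 99% humidity; absorbance read at 600 nm.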
EPAC2 antag: antagonists of human EPAC2 | Q8WZA2 | EPAC2 GEF exchange of Rap1B-BODIPY-GDP, fluorescence | Potency, µM (series often up to 114 µM), for the others: at the highest dose activity, negative = inhibition, usual class: inhibitors | 0.18% of 360,000 active | AID 720708; note: % is set by controls: 0 for no effect and ±100 for the full control effect; nearly all actives have a fitted effect of over 45% in size; many of its hits are not listed in these tables
EPAC2 agonist: EPAC2 (human) agonism. 0.079% of 360,000 active. Potency, µM (top dose mostly 154 µM), without a hit: at the top dose activation, actives largely listed as activators. EPAC2 activation, biochemical qHTS; response scale: 100% = 6.5 mM cAMP response. Q8WZA2; note: nearly all actives have a fitted effect of over 50% in size
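Compounds were titrated in qHTS against a Rap1B-BODIPY-GDP (250 nM) complex with EPAC2 (100 nM) and GDP (50 uM). BODIPY-GDP release tracked at 480/540 nm over 30 min at room temperature, normalized to 6.5 mM cAMP.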
EPAC1 antagonist: blocks human EPAC1 exchange factor. Potency, µM (series often up to 115 µM), without a hit: at the top dose activity change, negative = inhibition, hits mostly inhibitors. 0.14% of 360,000 active. O95398. EPAC1 GEF assay, Rap1b-BODIPY-GDP exchange fluorescence;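 note: plate controls were vehicle for no effect and positive control for full effect; nearly all actives have a fitted effect of over 50% in size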
Target sequence (O95398 whole entry, looked up): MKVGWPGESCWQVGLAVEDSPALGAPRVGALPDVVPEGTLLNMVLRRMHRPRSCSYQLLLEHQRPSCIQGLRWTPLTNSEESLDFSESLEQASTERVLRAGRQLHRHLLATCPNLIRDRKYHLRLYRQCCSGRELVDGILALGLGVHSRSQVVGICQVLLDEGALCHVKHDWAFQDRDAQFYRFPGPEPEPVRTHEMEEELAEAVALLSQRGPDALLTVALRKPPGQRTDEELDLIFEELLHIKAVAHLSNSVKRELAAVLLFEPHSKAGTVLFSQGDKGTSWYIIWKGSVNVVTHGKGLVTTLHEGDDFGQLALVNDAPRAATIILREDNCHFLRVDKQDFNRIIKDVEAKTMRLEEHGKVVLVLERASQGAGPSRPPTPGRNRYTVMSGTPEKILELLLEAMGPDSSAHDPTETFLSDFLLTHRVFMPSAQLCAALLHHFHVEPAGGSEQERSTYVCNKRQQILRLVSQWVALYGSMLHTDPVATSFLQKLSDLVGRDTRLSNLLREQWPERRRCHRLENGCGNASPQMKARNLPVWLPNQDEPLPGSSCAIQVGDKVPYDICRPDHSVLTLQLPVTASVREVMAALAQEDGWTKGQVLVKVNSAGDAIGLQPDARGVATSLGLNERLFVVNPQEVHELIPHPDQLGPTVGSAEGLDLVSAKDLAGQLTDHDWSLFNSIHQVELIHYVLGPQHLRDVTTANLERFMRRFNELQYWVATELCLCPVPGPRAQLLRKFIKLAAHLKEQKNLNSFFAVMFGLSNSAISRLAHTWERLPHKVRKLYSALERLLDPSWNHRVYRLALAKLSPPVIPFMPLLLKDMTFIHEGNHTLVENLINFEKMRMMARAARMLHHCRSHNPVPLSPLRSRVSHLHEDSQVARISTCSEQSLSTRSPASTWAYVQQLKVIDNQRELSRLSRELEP
TDP-43 yeast inh: rescues yeast growth from TDP-43 toxicity; Potency, µM (series often up to 46.1 µM), for the others: at the highest dose growth rescue (activation), hits mostly activators; AID 652104; TDP-43 expressing yeast growth rescue, BacTiter-Glo, 24 h; 1.8% of 410,000 active; note: % of control where 0% means no effect; nearly all actives have a fitted effect of over 50% in size
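Galactose-induced TDP-43 yeast, OD600=0.02, compound pinned; 24 hr, 30 deg C; BacTiter-Glo luminescence for growth. Inhibitors of TDP-43 toxicity read as activators.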
EPAC1 ag: EPAC1 (human) agonism. O95398. Potency, µM (titrated, usually from 154 µM), for inactives: at the highest dose activation, actives largely listed as activators. EPAC1 agonist qHTS, biochemical assay; response scale: 100% = response to 6.5 mM cAMP. 0.073% of 360,000 active; note: nearly all actives have a fitted effect of over 60% in size
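Normalized to 6.5 mM cAMP, activity reflects EPAC1-catalysed release of BODIPY-GDP from Rap1B, followed kinetically over 30 min at 480 nm excitation, 540 nm emission. Reaction contained 100 nM EPAC1, 250 nM Rap1B-BODIPY-GDP, 50 uM GDP.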
aSyn yeast inh: alpha-synuclein toxicity inhibition in yeast. Potency, µM (titrated, usually from 46.1 µM), for the others: at the top dose growth rescue (activation), actives largely listed as activators. AID 652106. 0.14% of 370,000 active. Yeast expressing alpha-synuclein, growth rescue, BacTiter-Glo, 24 h; note: % of control where 0% means no effect; nearly all actives have a fitted effect of over 65% in size
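Rescue of yeast growth: cells expressing toxic alpha-synuclein, induced in galactose at OD600 0.02, incubated with compound 24 h at 30 C. ATP luminescence quantified growth; inhibitors of toxicity appear as activators.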
* marks the source's active call; other numbers are inactive results; i = inactive; ? = inconclusive; . = not tested or not shown; [ ] = another dose, or the depositor's remark. Calls come from the whole dose curve; as a rule, active = well fitted curve in the direction sought with a large enough effect; inconclusive = small, poorly fitted or top-dose-only effect, or another doubt; inactive = no such curve, though single readings can be large; an effect the other way counts as inactive or inconclusive. Potency is the fitted concentration of half-maximal effect. Some of the compounds tested; count on the stated rates, not on these rows.

SMILES | PTHR1 ag | FUS suppressor | EPAC2 antag | EPAC2 agonist | EPAC1 antagonist | TDP-43 yeast inh | EPAC1 ag | aSyn yeast inh
CCOC(=O)c1c(NC(=O)CSc2nc3ccccc3c(=O)n2-c2ccccc2)sc(C(C)=O)c1C | -24% | -5% | 0% | 6% | -6% | 11% | 10% | -8%
Cc1cc(OCCCCCNCCO)cc(C)c1Cl | i | 4% | -1% | 2% | 15% | -18% | -2% | -7%
CC(Oc1ccccc1)C(=O)NNC(=O)c1cccs1 (centres undefined) | i | 5% | 8% | 5% | 7% | -5%[0.397 µM] | 6% | 8%
O=C1CC(=O)N(Cc2ccco2)C(=O)N1 | -25%[57.5 µM] | 30% | ? | 2% | ? | 27% | 20% | 1%
CC(C)N(C(=O)COC(=O)c1cccc(C(=O)OCC(=O)N(C(C)C)C(C)C)n1)C(C)C | i | 0% | 3% | -2% | -2% | 13% | 0% | 3%
CC(C)c1nc2sc3c(c2c(=O)o1)CCCC3 | i | 9% | 2% | 7% | -10% | 15% | 8% | -12%
COc1ccc(C(=O)NCC(c2ccco2)N2CCc3ccccc32)cc1 (centres undefined) | i | 22% | -14% | 21% | -20% | -23% | 8% | 4%
COc1cccc(Oc2nc(N)ncc2[N+](=O)[O-])c1 | i | -43% | 6% | 8% | -20% | 10% | 8% | -1%
CC(=O)Nc1ccc(NC(=O)N(c2ccccc2)c2ccccc2)cc1 | i | -2% | -29% | 6% | -24% | 9% | 9% | 1%
CCOC(=O)c1ccc(-n2c(CN3CCN(CCO)CC3)nc3ccc([N+](=O)[O-])cc3c2=O)cc1 | -1% | 9% | 3% | 2% | -3% | 17% | -10% | 3%
Cc1ccc(C)c(S(=O)(=O)N2CCCC2CNC(=O)C(=O)NCc2ccccn2)c1 (centres undefined) | -18% | -1% | -14% | 6% | -7% | -28% | 8% | 2%
Cc1ccc(C)c(NC(=O)CSc2nnc(C)c(=O)n2N)c1 | i | . | 2% | -2% | 2% | 1% | 7% | 8%
CCCC(NC(=O)CCl)c1ccccc1 (centres undefined) | i | -15% | 0% | 15% | -3% | 4% | 3% | 1%
O=C(Nc1cc(S(=O)(=O)N2CCCC2)ccc1Cl)c1ccncc1 | i | -23% | -20% | -2% | 3% | 15% | 2% | -1%
CCCCCCCC1(C)NC(=O)N(c2ccccc2)N1 (centres undefined) | -13%[57.5 µM] | 7% | -19% | 5% | -17% | 2% | 7% | 8%
CC(C)CC(NC(=O)OCc1ccccc1)C(=O)NC(Cc1c[nH]c2ccccc12)C(=O)O (centres undefined) | i | 5% | -3% | -4% | -3% | 5% | 7% | -1%
O=S1(=O)NC(=NCc2ccco2)c2ccccc21 | i | 26% | 0% | 9% | 5% | -24% | 6% | -5%
COC(=O)CCCC1=CC2=CC(=O)C(C)(OC(=O)c3cccs3)C(=O)C2=CN1Cc1ccc2c(c1)OCO2 (centres undefined) | -16% | ? | -6% | 3% | -14% | -11% | -8% | 0%
COc1ccc(N2C(=O)CSC23C(=O)N(Cc2ccc(C)cc2)c2ccccc23)cc1Cl (centres undefined) | -26% | ? | . | . | . | 12% | . | 7%
Cc1cc(NC(=O)CSc2nnc(C)c(=O)n2N)no1 | i | -4% | 0% | 0% | 3% | . | 5% | 5%
CCC(CC)C(=O)N1CCN(Cc2nc3ccccc3c(=O)[nH]2)CC1 | -4% | 5% | -7% | 6% | 13% | -18% | 15% | -4%
Fc1ccc2c(c1)C1C=CCC1C(c1cc3c(cc1Br)OCO3)N2 (centres undefined) | i | 9% | -2% | 4% | -1% | -4% | 3% | 1%
COc1ccc(OC)c(-c2csc(NC(=O)c3ccccc3F)n2)c1 | -4% | -6% | 13% | 10% | 2% | -20% | -1% | 3%
Cc1ccccc1/C(N)=N/OC(=O)c1ccc(F)cc1 | -47%[inhibitor] | -31% | -17% | 1% | -5% | ? | 3% | ?
CC1CCN(C(=O)CN(CCc2ccccc2)S(C)(=O)=O)CC1 | i | 12% | 3% | 3% | 11% | 18% | 4% | 4%
COc1cc(/C=C/C(=O)OCC(=O)N2c3ccccc3CC2C)cc(OC)c1OC (centres undefined) | -2% | ? | -11% | 14% | -16% | ? | 10% | 3%
CC(C)CNC(=O)C1(C)CCCN1C(=O)Cc1cccc2ccccc12 (centres undefined) | -12% | -18% | -4% | 9% | -9% | 6% | 2% | ?
CCOC(=O)COc1nc(-c2ccco2)cc(-c2ccco2)c1C#N | -14% | 14% | ? | 0% | ? | -18% | 13% | 2%
O=C(O)c1ccc(N2C(=O)CC(N3CCN(c4ccc(Cl)cc4)CC3)C2=O)cc1 (centres undefined) | i | -2% | 3% | 15% | 10% | ? | 1% | 6%
CC(CC(=O)Nc1ccc2c(c1)OCO2)c1ccccc1 (centres undefined) | -7% | 23% | 8% | 0% | 0% | 29% | -5% | 3%
C=CCOc1ccc(C2/C(=C(/O)c3ccc4c(c3)CC(C)O4)C(=O)C(=O)N2CCCN2CCOCC2)cc1 (centres undefined) | -20% | 23% | -2% | -11% | -3% | 21% | -8% | 12%
CCc1cc2c(=O)oc(-c3ccc(Br)cc3)nc2s1 | ? | -24% | -2% | 1% | 2% | -3% | 2% | -7%
CC(C)C(Nc1ccc(C(F)(F)F)cc1[N+](=O)[O-])C(=O)O (centres undefined) | -11% | 3% | -19% | 4% | -24% | -26% | 0% | -5%
COc1ccc2oc(C(=O)NCCC(C)C)c(C)c2c1 | -25% | 7% | -4% | 6% | -9% | 18% | -4% | 2%
CCc1nnc(NC(=O)c2ccc3nc(CC)c(CC)nc3c2)s1 | i | -18% | -10% | 3% | -8% | 4% | 7% | -2%
O=C(O)CCC(NS(=O)(=O)c1ccc(-c2ccccc2)cc1)C(=O)O (centres undefined) | -56%[inhibitor] | 24% | -5% | 7% | 0% | -10% | 9% | 6%
Cc1cc(C)cc(NC(=O)c2ccc(N3C(=O)C4CCCCC4C3=O)cc2)c1 (centres undefined) | -32%[inhibitor] | . | 3% | -1% | 0% | -12% | 3% | 12%
Cc1ccc(C(=O)N/N=C\c2ccncc2)s1 | i | 19% | 4% | 7% | -18% | -7% | -3% | -5%
CCc1ccc(Nc2ccc(C(=O)O)cc2[N+](=O)[O-])cc1 | -10% | 3% | -11% | -4% | -9% | ? | -5% | 1%
COc1ccc(NC(=S)NCCc2ccccc2)c(OC)c1 | -1% | 30% | 11% | 6% | -1% | 8% | 1% | -11%
c1ccc(-c2nnnn2CCOCCn2nnnc2-c2ccccc2)cc1 | i | 3% | 7% | -8% | 7% | -12% | 1% | -3%
Cc1cc(F)ccc1C(O)c1ncc(-c2ccc(Cl)cc2)[nH]1 (centres undefined) | i | -19% | 7% | 9% | 1% | 17% | 0% | 3%
C=C(C)CNC(=S)NNC(=O)c1ccc(Br)cc1 | -12% | 11% | -6% | 13% | -1% | 1% | 2% | -5%
O=C(/C=C/c1cccc(C(F)(F)F)c1)Nc1cccc(C(F)(F)F)c1 | -36%[57.5 µM] | -21% | -19% | -3% | -27% | -93%[inhibitor] | 6% | -78%[inhibitor]
CCCOc1ccc2nc(C)c(CCC)c(SC(=N)N)c2c1 | -2% | 5% | 9% | -11% | -1% | 22% | -3% | 5%

An excerpt from above in order of molecular weight, rising.
SMILES | PTHR1 ag | FUS suppressor | EPAC2 antag | EPAC2 agonist | EPAC1 antagonist | TDP-43 yeast inh | EPAC1 ag | aSyn yeast inh
CC(C)C(Nc1ccc(C(F)(F)F)cc1[N+](=O)[O-])C(=O)O (centres undefined) | -11% | 3% | -19% | 4% | -24% | -26% | 0% | -5%
CCc1cc2c(=O)oc(-c3ccc(Br)cc3)nc2s1 | ? | -24% | -2% | 1% | 2% | -3% | 2% | -7%
O=C(O)CCC(NS(=O)(=O)c1ccc(-c2ccccc2)cc1)C(=O)O (centres undefined) | -56%[inhibitor] | 24% | -5% | 7% | 0% | -10% | 9% | 6%

Other structures
SMILES | PTHR1 ag | FUS suppressor | EPAC2 antag | EPAC2 agonist | EPAC1 antagonist | TDP-43 yeast inh | EPAC1 ag | aSyn yeast inh
O=C(O)c1cc(-c2ccccc2)n(-c2ccc(Cl)cc2)n1 | i | -6% | ? | -2% | 8% | 28% | 0% | 4%
CCOC(=O)N1CCN(C(=O)COC(=O)CSc2ccc([N+](=O)[O-])cc2)CC1 | -10% | 15% | 5% | -3% | -7% | 8% | -13% | -3%
C#Cc1ccc([C@@H]2C=C(C(=O)NC3CC3)O[C@H](OCc3ccc(CO)cc3)C2)cc1 | -2% | -11% | 0% | 12% | -20% | 30% | 1% | 0%
CCN(CC)c1ccc(C(=S)NCc2ccccc2)cc1 | -3% | -18% | -2% | 11% | -25% | 20% | 1% | 10%
COC(=O)c1cc(OC)c(OC)cc1NC(=O)Cc1cccs1 | i | -14% | -3% | -1% | 4% | 22% | -2% | -6%
Cc1nn(-c2ccccc2)c(C)c1/C=C/C(=O)OCC(=O)Nc1ncc(Cl)cc1Cl | -33%[inhibitor] | 30% | 0% | -13% | -4% | 15% | 5% | 1%
COC(=O)c1cc(S(=O)(=O)NCC2CCN(CCc3cccs3)CC2)c[nH]1 | i | 5% | -2% | 6% | -4% | 12% | 2% | -3%
O=C(Nc1ccc(N2CCOCC2)c(S(=O)(=O)Nc2cc(Cl)ccc2Cl)c1)c1cccnc1 | -8% | 39% | -23% | 3% | -2% | 25% | -5% | 5%
O=C(CCN1C(=O)c2ccccc2S1(=O)=O)Nc1ccc2c(c1)OCCO2 | -12%[57.5 µM] | -11% | -7% | 6% | -1% | 6% | 10% | 1%
Cc1ccccc1Sc1c(C#N)c(-c2ccccc2)nn1C | 20%[57.5 µM] | 5% | -2% | 1% | 0% | -3% | 11% | -9%
CN(C)CC(=O)Nc1ccc(S(N)(=O)=O)cc1 | 6% | 23% | -8% | 7% | -8% | -18% | -2% | 1%
Cc1ccc(NC(=O)C2CC(=O)N(c3ccccc3Cl)C2)cc1S(=O)(=O)N1CCOCC1 (centres undefined) | i | . | -5% | 6% | -20% | 22% | 2% | 3%
COc1cccc(N2CCN(S(=O)(=O)c3ccc4c(c3)NC(=O)C(C)C(=O)N4)CC2)c1 (centres undefined) | -26% | -1% | -7% | 0% | -13% | 9% | 2% | 0%

3 entries out of the list above, sorted by the number in EPAC1 antagonist, largest number first:
| SMILES | PTHR1 ag | FUS suppressor | EPAC2 antag | EPAC1 antagonist |
| --- | --- | --- | --- | --- |
| O=C(O)c1cc(-c2ccccc2)n(-c2ccc(Cl)cc2)n1 | i | -6% | ? | 8% |
| CN(C)CC(=O)Nc1ccc(S(N)(=O)=O)cc1 | 6% | 23% | -8% | -8% |
| Cc1ccc(NC(=O)C2CC(=O)N(c3ccccc3Cl)C2)cc1S(=O)(=O)N1CCOCC1 (centres undefined) | i | . | -5% | -20% |
